L3MBTL1 block – blocks human L3MBTL1. AlphaScreen L3MBTL1–H3K9me1 peptide binding. Potency, µM (series often up to 57.1 µM), inactives show at the top dose activity, negative = inhibition, actives largely listed as inhibitors. hit rate 0.66% among 230,000; further: potency means the concentration at half of the fitted maximal effect; on the % scale 0 is the no-effect control and ±100 the full control effect; nearly all actives have a fitted effect of over 60% in size
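Read-out is AlphaScreen signal from streptavidin donor and nickel chelate acceptor beads (10 ug/mL final each) bridging L3MBTL1 (50 nM) and biotinylated K9-monomethylated H3(1-15) peptide (75 nM), after 30 min compound exposure at room temperature.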
Luc counter – blocks Kinase-Glo luciferase, a counter-screen artifact; Q27757; Kinase-Glo luciferase, ATP luminescence, 8 min; Potency, µM (doses to about 38.3 µM), for inactives: at the highest dose activity change, negative = inhibition, actives largely listed as inhibitors; hit rate 0.28% among 200,000; AID 1379; further: potency means the concentration at half of the fitted maximal effect; on the % scale 0 is the no-effect control and ±100 the full control effect; nearly all actives have a fitted effect of over 60% in size
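Substrate mix (final 50 mM imidazole pH 7.2, 50 mM KCl, 7 mM MgCl2, 10 uM ATP, 0.01% Tween 20, 0.05% BSA) plus pin-tool compound, then Kinase-Glo detection mix; 8 min ambient, luminescence read.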
Epigenetic reg – epigenetic control regulation, reporter derepression; murine LDR cells, GFP reporter derepression, 30 h; Potency, µM (highest dose often 53.9 µM), inactives show top-dose GFP activation, usual class: activators; hit rate 0.2% among 280,000; further: potency means the concentration at half of the fitted maximal effect; % of control where 0% means no effect; nearly all actives have a fitted effect of over 60% in size
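In this reporter-derepression format, murine cells bearing a silenced integrated CMV-GFP locus incubate with test compound (30 h, 37 C), then are washed and imaged; fluorescent objects of 20–120 um count as induced cells.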
NPSR antag – blocks cAMP signaling of the human neuropeptide S receptor. CHO-NPSR cells, cAMP TR-FRET, antagonist mode. AID 1461. Potency, µM (titrated, usually from 38.3 µM), for the others: at the top dose activity change, negative = inhibition, usual class: inhibitors. Q6W5P4. hit rate 1% among 220,000; further: potency means the concentration at half of the fitted maximal effect; on the % scale 0 is the no-effect control and ±100 the full control effect; nearly all actives have a fitted effect of over 50% in size; many of its hits are not listed in these tables
Target sequence (Q6W5P4 whole entry, looked up): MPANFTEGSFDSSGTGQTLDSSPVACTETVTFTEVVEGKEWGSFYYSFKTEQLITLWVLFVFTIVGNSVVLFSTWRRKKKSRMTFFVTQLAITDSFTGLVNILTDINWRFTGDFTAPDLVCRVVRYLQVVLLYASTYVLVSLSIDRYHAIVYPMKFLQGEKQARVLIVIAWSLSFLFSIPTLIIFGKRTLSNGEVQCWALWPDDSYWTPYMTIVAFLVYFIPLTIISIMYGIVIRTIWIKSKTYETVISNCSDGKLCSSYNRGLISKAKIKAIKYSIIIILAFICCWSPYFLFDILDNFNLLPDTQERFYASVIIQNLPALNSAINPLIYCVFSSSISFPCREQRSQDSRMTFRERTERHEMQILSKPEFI
HttQ103 aggreg – inhibitors of mutant huntingtin aggregate formation in PC12 cells | PC12 HttQ103-GFP aggregates, Acumen cytometry, 40 h | Potency, µM (series often up to 46.1 µM), for the others: at the highest dose activity change, negative = inhibition, most hits filed as inhibitors | hit rate 1.1% among 220,000; further: potency means the concentration at half of the fitted maximal effect; on the % scale 0 is the no-effect control and ±100 the full control effect; nearly all actives have a fitted effect of over 60% in size
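Aggregate formation scored by laser-scanning cytometer (488 excitation, 500–530 emission) in lysed PC12 cells expressing Q103-GFP after 100 nM tebufenozide induction; library tested in dose series, with ATPLite reagent added in the multiplex.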
IMPase Li cell – cell-permeable IMPase inhibitors with lithium potentiation | CHO-M1 cells, IP1 TR-FRET (IP-One), carbachol + lithium | Potency, µM (series often up to 59.4 µM), for inactives: at the top dose activity, negative = IMPase inhibition, most hits filed as inhibitors | hit rate 0.35% among 210,000;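 further: IP1 builds up when IMPase is blocked and the TR-FRET signal falls; potency means the concentration at half of the fitted maximal effect; plate controls were basal vehicle for no effect and high inhibitor control for full effect; nearly all actives have a fitted effect of over 50% in size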
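CHO cells stably expressing M1 receptor (2000/well, cultured 16–30 h) treated 30 min at 37C with compound plus low lithium. Cytosolic IP1 by TR-FRET (665/620 ratio and 620 channel) after 10 min lysis; AC50 by Hill fit.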
CBFb RUNX1 block – inhibitors of human CBF-beta and RUNX1 interaction. 230,000 tested, under 10 active. AlphaScreen CBFb-His/RUNX1-biotin binding, biochemical. Q01196+Q13951. Potency, µM (top dose mostly 59.8 µM), inactives show top-dose activity, negative = inhibition, usual class: inhibitors. AID 1477; further: % of control where 0% means no effect
Target sequence (Q01196 whole entry, looked up): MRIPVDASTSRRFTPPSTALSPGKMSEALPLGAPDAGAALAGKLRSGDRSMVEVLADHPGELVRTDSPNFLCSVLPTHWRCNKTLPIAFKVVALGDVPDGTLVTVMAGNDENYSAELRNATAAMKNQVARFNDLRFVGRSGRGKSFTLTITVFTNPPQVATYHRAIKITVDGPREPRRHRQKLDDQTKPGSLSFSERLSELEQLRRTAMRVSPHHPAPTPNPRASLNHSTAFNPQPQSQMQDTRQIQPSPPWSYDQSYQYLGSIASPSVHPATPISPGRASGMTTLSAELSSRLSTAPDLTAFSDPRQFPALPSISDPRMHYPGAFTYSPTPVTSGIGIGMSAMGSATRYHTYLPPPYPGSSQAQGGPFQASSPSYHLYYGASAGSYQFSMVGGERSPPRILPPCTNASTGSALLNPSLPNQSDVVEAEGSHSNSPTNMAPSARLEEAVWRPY
Target sequence (Q13951 whole entry, looked up): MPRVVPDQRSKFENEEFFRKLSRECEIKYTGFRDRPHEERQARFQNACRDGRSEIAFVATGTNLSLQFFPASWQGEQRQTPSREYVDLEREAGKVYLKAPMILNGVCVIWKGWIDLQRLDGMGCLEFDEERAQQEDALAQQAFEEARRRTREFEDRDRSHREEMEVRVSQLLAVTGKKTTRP
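CBFb-His/RUNX1-biotin, 30 nM each, preincubated 20 min RT; compound 15 min RT; Ni + streptavidin beads 50 ng each, 90 min RT; AlphaScreen read.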
An asterisk follows results filed as active; u = inconclusive; x = not tested or not shown; [ ] = another dose, or the depositor's remark. The call rests on the fitted dose curve; in most records, active means well fitted curve in the direction sought with a large enough effect; inconclusive means small, poorly fitted or top-dose-only effect, or another doubt; inactive means no such curve, though single readings can be large; an effect the other way counts as inactive or inconclusive.

No. | canonical_smiles | HttQ103 aggreg | CBFb RUNX1 block | IMPase Li cell | NPSR antag | L3MBTL1 block | Luc counter | Epigenetic reg
1 | O=C(CCS(=O)(=O)Cc1ccccc1)Nc1ccc2c(c1)OCCO2 | 7.5% | 6.8% | 0.2% | 2.9% | 0.0% | 0.8% | 3.9%
2 | Cc1cc(C)cc(OC2CCCCC2NS(=O)(=O)c2ccccc2)c1 (stereo unspecified) | 3.1% | -10.2% | 11.4% | -39.2% | 16.9% | 0.8% | 1.5%
3 | Cc1ccc(Cl)c(NC(=O)COC(=O)CNS(=O)(=O)/C=C/c2ccccc2)c1Cl | 4.8% | -1.3% | -1.4% | 11.8% | -0.7% | 3.6% | 6.8%
4 | CCCCNC(C(=O)Nc1ccc(Cl)c([N+](=O)[O-])c1)c1ccccc1 (stereo unspecified) | -15.9% | -15.8% | 3.6% | -50.7% | 0.8% | 4.8% | 0.0%
5 | NC(=O)NC(CC(=O)NCCCc1ccccc1)c1ccc(Cl)cc1 (stereo unspecified) | 5.0%[9.22 µM] | 7.0% | x | 0.7%[7.67 µM] | -2.6% | x | -0.3%
6 | Cc1cc(C)nc(SCC(=O)N/N=C/c2cccn2-c2ccc(O)cc2)n1 | -6.4% | -10.1% | 2.6%[38.3 µM] | -11.9%[46.1 µM] | x | 4.2% | 0.7%
7 | CCOc1cccc(N)c1 | x | 0.4%[21.7 µM] | -23.1% | x | -2.7% | x | x
8 | CCOC(=O)C1=C(C)NC(=O)C(C(N)=O)C1c1ccccc1 (stereo unspecified) | 13.0% | 1.7% | -5.7%[38.3 µM] | -1.2%[46.1 µM] | -0.1% | 6.7% | -1.8%
9 | COCCNC(=O)c1cnn2c(C(F)(F)F)cc(-c3ccc(C)cc3)nc12 | -3.7%[9.22 µM] | 1.6% | 17.0% | -23.9% | -7.4% | 1.8% | -3.1%
10 | FC(F)(F)COc1nc(N/N=C/c2cccnc2)nc(N2CCCCC2c2ccccn2)n1 (stereo unspecified) | -7.1% | -7.6% | 17.4% | -25.8% | 15.0% | 2.2% | -1.1%
11 | CSc1oc(-c2ccco2)nc1S(=O)(=O)c1ccc(Br)cc1 | -22.9% | -0.5% | 20.7%[38.3 µM] | -10.4%[46.1 µM] | -11.7% | -2.3% | 0.0%
12 | CCc1ccc(-c2cc(C(=O)Nc3c(C)n(C)n(-c4ccccc4)c3=O)c3ccccc3n2)s1 | -3.2% | -5.5% | 6.0%[38.3 µM] | -10.6%[46.1 µM] | -10.6% | -9.1% | -2.3%
13 | Nc1c2c(nc3ccccc13)CCC2 | -10.6% | -0.5% | 11.7% | 1.0% | -25.4% | -0.5% | 0.0%
14 | O=C(CCSCc1ccccc1F)NCc1cccnc1 | 2.8% | 4.4% | -5.1% | 11.9% | x | 0.0% | 4.0%
15 | CCOC(=O)c1c(NC(=O)c2cccs2)sc(CC)c1-c1cccs1 | -19.9% | u | 38.0%[38.3 µM] | u | x | -0.2% | -2.6%
16 | Cc1ccc(S(=O)(=O)N(C)CC(=O)Nc2ccncc2)cc1 | -22.5% | 4.4% | 9.1%[38.3 µM] | -4.9%[46.1 µM] | 4.9% | 0.7% | -1.0%
17 | CC(C)Cc1csc(NC(=O)C(C)C)c1C(=O)O | -1.7%[9.22 µM] | 0.4% | x | 14.9% | -2.8% | x | -1.0%
18 | O=C1c2cccc3cc(Br)cc(c23)C(=O)N1Nc1ccccc1 | -3.1% | -14.8% | 3.8%[38.3 µM] | -13.1%[46.1 µM] | -7.0% | -3.2% | 0.0%
19 | COCc1cc(CN2CCN(Cc3ccsc3)C(CCO)C2)ccc1OC (stereo unspecified) | 21.7%[9.22 µM] | 1.7% | 16.3% | -10.9% | 1.1% | -3.1% | 0.2%
20 | CC12CCC(C(=O)N(CCCCN3CCN(Cc4ccccc4)CC3)C1=O)C2(C)C (stereo unspecified) | -1.6%[9.22 µM] | 5.3% | x | 7.2% | 3.2% | x | 0.2%
21 | Cc1ccc2c(c1)C1CN(C)CCC1N2C(=S)NC(=O)c1ccc(Br)cc1 (stereo unspecified) | -8.5% | 8.3% | -6.3% | -21.2% | x | -0.4% | u
22 | Cc1ccc(S(=O)(=O)NC(C)C(c2cccs2)N2CCN(c3ccccc3)CC2)cc1 (stereo unspecified) | -16.5% | 6.8% | 27.0%[38.3 µM] | u | -3.2% | 0.1% | 0.8%
23 | COCCn1nc2cc(C(=O)NCc3cc(C(F)(F)F)cc(C(F)(F)F)c3)ccc2c1OC | 23.8% | 11.2% | -12.2%[38.3 µM] | -18.6%[46.1 µM] | -9.9% | -1.1% | 1.2%
24 | CC(=O)Oc1ccc(-c2ccc(C(=O)O)cc2)cc1 | 2.3% | 10.0% | 15.0%[38.3 µM] | -17.3%[46.1 µM] | 9.1% | 2.1% | -6.3%
25 | CCc1nnc(NC(=O)c2cccc(S(=O)(=O)N(C)c3ccccc3)c2)s1 | -8.4%[9.22 µM] | 4.1% | -8.7%[38.3 µM] | -19.4%[46.1 µM] | x | 3.3% | 0.0%
26 | COc1cccc(NC(=O)CCP(C)(=O)O)c1 | -11.0% | 0.1% | 5.1%[38.3 µM] | -2.1%[46.1 µM] | 41.0%[activator] | 2.2% | -0.4%
27 | C=CCc1ccc(OCCOc2ccc(/C=N/n3cnnc3)cc2OCC)c(OC)c1 | 29.5% | -0.6% | 15.8%[38.3 µM] | -10.0%[46.1 µM] | x | -3.3% | 0.1%
28 | COc1ccc(C(=O)NCc2cn3ccsc3n2)cc1OC | -19.6% | 6.1% | 17.6%[38.3 µM] | -1.0%[46.1 µM] | -6.3% | -0.4% | 0.0%
29 | COc1cc2c(cc1OC)C1(NCC2)C(=O)Nc2ccccc21 (stereo unspecified) | 13.0% | 6.3% | -10.1%[38.3 µM] | -4.5%[46.1 µM] | 10.0% | 0.5% | 0.2%
30 | S=c1nc(-c2ccccc2)n(CCN2CCOCC2)c2c1CCCC2 | 0.8% | 2.1% | -0.3%[38.3 µM] | -0.4%[46.1 µM] | 1.5% | 2.6% | -6.0%
31 | Cc1noc(C)c1C(=O)OCC(=O)c1ccc[nH]1 | 2.2% | -1.4% | 2.2%[38.3 µM] | -7.6%[46.1 µM] | -13.0% | -4.6% | 3.9%
32 | CCCCn1nc2cc(C(=O)NCc3ccc(OC(F)(F)F)cc3)ccc2c1OC | 23.3% | 7.1% | 2.2%[38.3 µM] | -11.8%[46.1 µM] | -5.1% | -3.2% | 0.3%
33 | OCCN1CCN(C(=S)Nc2ccccc2)CC1 | 13.3% | 0.7% | -6.6% | 10.4% | x | x | -0.4%
34 | CC(=O)c1ccc(NS(=O)(=O)Cc2ccc(Cl)cc2)cc1 | 5.5% | 4.0% | 37.7%[38.3 µM] | -12.4%[46.1 µM] | x | -5.5% | 2.7%
35 | O=C1C/C(=C/NCc2ccccc2)C(=O)N1 | 3.8% | 8.8% | 13.9%[38.3 µM] | -1.7%[46.1 µM] | 30.0%[activator][11.4 µM] | 2.1% | 4.1%
36 | CCOC(=O)NC(=O)C(=CNc1ccc(C)cc1)C(=O)NC(=O)OCC | 14.1% | 7.2% | 1.2% | -12.5% | 9.1% | 8.2% | -0.9%
37 | CNC(=S)NNC(=O)c1sc2cc(C(F)(F)F)cnc2c1-c1ccccn1 | 3.8% | -11.3% | 3.6% | -35.8% | 4.8% | -1.6% | -0.1%
38 | Nc1nc(SCc2ccc([N+](=O)[O-])cc2)c2ncn([C@@H]3O[C@H](CO)[C@@H](O)[C@H]3O)c2n1 | x | -4.3% | 7.3% | x | x | x | 7.1%
39 | O=C(CN1N=C(C(F)(F)F)CC1(O)c1ccc([N+](=O)[O-])cc1)c1ccccc1 (stereo unspecified) | -4.7% | -9.5% | -7.3% | -7.2%[46.1 µM] | -1.9% | 2.5% | -1.0%
40 | C=C(C)[C@H]1CC=C(CO)CC1 | x | -13.5% | 0.0% | x | x | 0.8%[39.9 µM] | -1.5%
41 | Cc1ccccc1NC(=O)Cc1nnc(N)s1 | 2.8%[9.22 µM] | 1.3% | x | -22.3% | 3.8% | x | 2.1%
42 | CS(=O)(=O)N(CC(N)=O)c1ccc(F)c(Cl)c1 | -12.3% | 9.3% | 9.1%[38.3 µM] | -5.6%[46.1 µM] | 2.6% | 6.3% | -4.1%
43 | O=C(CCCCn1c(=O)[nH]c2ccccc2c1=O)NCCC1=CCCCC1 | u | -0.3% | 3.2%[38.3 µM] | -4.5%[46.1 µM] | 5.2% | -0.9% | -1.1%
44 | CSCCC(NS(=O)(=O)c1ccc2c(c1)oc(=O)n2C)C(=O)NC1CCN(Cc2ccccc2)CC1 (stereo unspecified) | 16.0% | 0.9% | -4.9% | -3.5% | x | x | -0.3%
45 | Cc1cnc(C(=O)OCC(=O)NC2CCCCCCC2)cn1 | 11.8% | -17.6% | 5.7% | 9.3% | 17.5% | -0.3% | -1.7%
46 | COc1cc(NC(=O)CSc2nncn2C)c(C)cc1[N+](=O)[O-] | -8.7% | 17.4% | 1.6% | -4.7% | 2.6% | -0.9% | -2.7%
47 | O=C(COC(=O)c1ccc2c(=O)n3c(nc2c1)CCC3)NC1CCS(=O)(=O)C1 (stereo unspecified) | 0.0063µM* | -8.0% | 2.2% | 18.6% | x | -2.7% | 4.6%
48 | Cc1ccc(C(=O)CSc2nnc(COc3cccc(C)c3)o2)cc1 | 6.0% | 20.2% | -16.3%[38.3 µM] | -16.7%[46.1 µM] | 22.7% | 7.8% | -1.0%
49 | COC(=O)Cc1ccc(NC(=S)NCC(C)C)cc1 | 2.7% | 1.8% | -4.4% | 11.1% | 6.1% | -2.5% | 10.6%
50 | Cc1ccc2occ(C3NC(C(=O)O)CS3)c(=O)c2c1 (stereo unspecified) | -14.0% | -10.8% | -5.7% | 5.0% | -7.5% | 1.0% | -1.1%
51 | O=C(c1ccc(OC2CCN(Cc3ccccn3)CC2)cc1)N1CCCCO1 | 10.5%[9.22 µM] | -2.1% | 3.7% | -2.5% | -5.3% | x | -0.2%

These rows are one share of the data (hit frequency here may not be typical).
